Compound activity as filed in PubChem.
RXFP1 antag = RXFP1 (human) relaxin receptor antagonism; HEK293-RXFP1, relaxin-stimulated cAMP HTRF, 30 min; active compounds read low; activity change, negative = inhibition, % at 57.5 µM; actives 0.59% (n = 350,000);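 active = activity change of -60% or lower, but not beyond a set lower limit; inconclusive = change between -60% and -40%, or beyond the set limit; inactive = change above -40%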; also: % is scaled to controls: 0 for no effect and ±100 for the full control effect
D2 PAM = positively modulates the human D2 dopamine receptor allosterically | HEK293 T-REx D2, calcium flux, EC20 dopamine potentiation | potentiation, % at 10 µM | actives 0.34% (n = 340,000);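 active = potentiation over 3 SD above the plate norm, cut at about 30% in these data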; also: 0% is about no effect
Target sequence (P14416 whole entry, looked up): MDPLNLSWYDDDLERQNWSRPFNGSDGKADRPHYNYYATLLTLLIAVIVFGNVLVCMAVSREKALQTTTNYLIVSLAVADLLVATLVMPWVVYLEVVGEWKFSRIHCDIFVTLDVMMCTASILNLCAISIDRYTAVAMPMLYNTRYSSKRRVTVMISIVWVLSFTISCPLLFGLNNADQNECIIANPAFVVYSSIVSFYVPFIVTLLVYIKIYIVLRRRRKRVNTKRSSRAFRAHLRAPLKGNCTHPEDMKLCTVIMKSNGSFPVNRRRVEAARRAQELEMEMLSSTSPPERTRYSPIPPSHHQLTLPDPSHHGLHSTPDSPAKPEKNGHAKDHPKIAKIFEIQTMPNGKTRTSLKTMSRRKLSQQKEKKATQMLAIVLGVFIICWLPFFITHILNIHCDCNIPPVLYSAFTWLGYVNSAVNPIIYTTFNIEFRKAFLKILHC
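Potentiation of an EC20 dopamine calcium response is measured in a force-coupled, tetracycline-inducible Hek293 Trex D2 line. Compound-only kinetic reads over 180 s flag agonists before dopamine addition.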
D1 antagonist = human D1 dopamine receptor antagonism; P21728; HEK293 TREx D1 cells, calcium flux, dopamine EC80; active compounds read low; activity change, negative = inhibition, % at 10 µM; actives 3.2% (n = 360,000); AID 504652; in the data active = activity change below about -30%; also: % is scaled to controls: 0 for no effect and ±100 for the full control effect
Target sequence (P21728 whole entry, looked up): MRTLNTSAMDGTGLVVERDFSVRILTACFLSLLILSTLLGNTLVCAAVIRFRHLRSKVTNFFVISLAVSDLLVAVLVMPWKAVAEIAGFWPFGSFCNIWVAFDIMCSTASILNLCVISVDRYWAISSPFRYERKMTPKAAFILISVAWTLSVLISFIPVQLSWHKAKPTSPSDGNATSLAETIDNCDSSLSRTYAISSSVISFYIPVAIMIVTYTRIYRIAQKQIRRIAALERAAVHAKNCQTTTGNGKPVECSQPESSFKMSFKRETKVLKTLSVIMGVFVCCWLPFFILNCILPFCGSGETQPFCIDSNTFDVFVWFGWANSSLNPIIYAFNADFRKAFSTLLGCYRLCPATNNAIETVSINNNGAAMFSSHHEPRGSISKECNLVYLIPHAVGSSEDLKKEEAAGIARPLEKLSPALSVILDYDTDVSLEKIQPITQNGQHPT
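Tetracycline-induced HEK293 Trex D1 cells, force-coupled to calcium, dye-loaded; compounds added and read 180 s, then EC80 dopamine added and calcium flux tracked kinetically another 180 s.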
D1 agonist = human D1 receptor agonism. P21728. actives 1% (n = 360,000). HEK293 T-REx D1 cells, calcium flux, agonist mode. activation, % at 2 µM; in the data active = activation above about 30%; also: 0% is about no effect
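Tetracycline-induced HEK293 TREx D1 cells, force-coupled to calcium signalling, were dye-loaded with a no-wash calcium kit. Compound was pin-added after a 10 s baseline. Fluorescence was read kinetically at 1 cycle/s for 180 s, with calcium rises flagged as agonism.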
D1 potentiator = human D1 dopamine receptor positive modulation | P21728 | actives 0.036% (n = 360,000) | HEK293 TREx D1 cells, calcium flux, dopamine EC20 potentiation | potentiation, % at 10 µM | AID 504651; in the data active = potentiation above about 30%; also: 0% is about no effect
D2 ag = activates the human D2 dopamine receptor; HEK293 T-REx D2 cells, calcium flux agonist mode; actives 0.53% (n = 340,000); activation, % at 2 µM;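 active = activation over 3 SD above normal in the single-dose calcium agonist read, cut at about 30% in these data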; also: 0% is about no effect
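Agonism scored from kinetic calcium signal (1 read/sec, 180 s) following compound pin transfer, after a 10 s baseline. Cells: HEK293 Trex line expressing inducible D2 receptor coupled to calcium, dye-loaded after overnight culture at 30 C.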
TRHR PAM = TRH receptor (human) allosteric enhancement; P34981; TRHR cells, fluo-8 calcium fluorescence, EC20 TRH enhancement; enhancement, % at 2 µM; actives 0.66% (n = 360,000); in the data active = enhancement above about 30%; also: 0% is about no effect
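Enhancer read-out: after compound pinning and an initial kinetic agonist-mode read, an EC20 of TRH (10 nM final) was injected and fluo-8 calcium signal (Ex 480/Em 530) followed at 1 s/cycle for 100 cycles in TRHR-expressing cells.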
RXFP1 agonist = RXFP1 (human) receptor agonism. Q9HBX9. HEK293T-RXFP1 cAMP TR-FRET, 30 min; response scale: percent of porcine relaxin response, buffer zero. AID 2676. actives 0.3% (n = 370,000). Potency, µM (highest dose often 57.5 µM), without a hit: at the top dose activation, hits mostly activators; active = well fitted activation curve with a large enough effect; inconclusive = small, poorly fitted or top-dose-only effect; also: potency is read from the fitted curve at half-maximal effect; % is scaled to controls: 0 for no effect and ±100 for the full control effect; nearly all actives have a fitted effect of over 60% in size; many of its hits are not listed in these tables
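HEK293 cells stably expressing RXFP1, treated 30 min at 37C with compounds plus PDE4 inhibitor Ro 20174; cAMP measured by HTRF TR-FRET. Normalized to buffer and 29 nM porcine relaxin; EC50 by Hill fit.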
D2 antagonist = D2 dopamine receptor (human) antagonism; P14416; HEK293 TREx D2 cells, calcium flux, dopamine EC80; inhibition, % at 10 µM; actives 2% (n = 340,000); AID 485344; in the data active = inhibition above about 30%; also: 0% is about no effect
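Read-out: kinetic calcium fluorescence (1 cycle/s) in inducible HEK293 T-REx D2 cells after an EC80 dopamine addition that followed 180 s compound preincubation. Loss of the dopamine response indicates antagonism.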
Numbers without * were called inactive; ? = inconclusive; / = not tested or not shown. An excerpt; count on the stated rates, not on these rows.

No.	Compound	RXFP1 agonist	TRHR PAM	D1 potentiator	D1 antagonist	D1 agonist	D2 antagonist	RXFP1 antag	D2 ag	D2 PAM
1	CCOc1ccccc1C(C(=O)NCCOC)N(CCOC)C(=O)Cn1nnc2ccccc21 (stereo not given)	3.3%	-1	-5	0	1	-9	-2	0.4	12
2	Cc1cccc(CN2CCN(CC(C)C)C(CCO)C2)n1 (stereo not given)	2.8%	-7	-4	5	2	13	-2	1.0	-1
3	COc1ccc(CN2CCN(Cc3ccc(OC)c(OC)c3OC)CC2)cc1	-2.2%	0	1	-12	2	-16	-9	-0.7	-2
4	O=C1CCN(Cc2cccnc2)CCN1[C@H](CO)Cc1ccccc1	-3.7%	-2	-1	-5	1	3	/	0.3	7
5	N#CC(C#N)=Cc1cc2ccccc2nc1N1CCCCC1	5.4%	-3	-5	28	7	1	-2	0.4	8
6	Cc1ccc(CN2C(=O)S/C(=C\c3ccccc3OCC(=O)O)C2=O)cc1	0.7%	23	-3	9	1	1	-2	-1.7	-3
7	CC(=O)c1ccc(OCC(O)CN2CCc3ccccc3C2)cc1 (stereo not given)	0.2%	-1	11	1	4	0	-2	43*	-42
8	CCc1ccc2nc(NC(=O)c3ccc(N4C(=O)CCC4=O)cc3)sc2c1	?	4	-8	4	2	-7	-8	0.8	0

Later entries:
No.	Compound	RXFP1 agonist	TRHR PAM	D1 potentiator	D1 antagonist	D1 agonist	D2 antagonist	RXFP1 antag	D2 ag	D2 PAM
9	CN(c1ccc(C(=O)NCc2ccccn2)cc1)S(=O)(=O)c1ccc(Cl)cc1	3.7%	3	-1	15	2	-3	-5	-0.1	2
10	COc1ccc(C(CC(=O)NCc2ccc(Cl)cc2)N2Cc3ccccc3C2=O)cc1OC (stereo not given)	2.2%	0	-3	4	8	/	-6	-0.9	-6
11	O=C(CNC(=O)c1ccccc1)NCCc1ccc(O)c(O)c1	0.3%	-2	-5	-39*	4	/	/	/	/
12	COc1ccccc1N1CCN(C2CCCN(C(=O)c3ccccn3)C2)CC1 (stereo not given)	1.0%	-2	-1	1	2	-3	2	-0.2	-14
13	CCOCCc1nn2c(=O)cc(CSCC(=O)Nc3ccc(OC)cc3)nc2s1	7.8%	2	-3	-5	0	-23	2	0.1	5
14	CCC(C)C(=O)Nc1ncc2c(n1)CC(c1cccs1)CC2=O (stereo not given)	0.5%	-3	-5	2	-3	-8	-2	-1.3	-1
15	COc1ccc(CNC(=O)COC(=O)CC(NC(N)=O)c2ccc(Cl)cc2)cc1OC (stereo not given)	2.1%	-2	-2	-4	4	-5	3	-2.7	18
16	C=CCNC(=O)c1n[nH]c2c1CC(C(C)(C)CC)CC2 (stereo not given)	-0.2%	-9	-7	-23	4	2	/	0.2	13

Remaining list, next part.
No.	Compound	RXFP1 agonist	TRHR PAM	D1 potentiator	D1 antagonist	D1 agonist	D2 antagonist	RXFP1 antag	D2 ag	D2 PAM
17	COc1ccc(OC)c(S(=O)(=O)N2CCCC(C(=O)NCc3ccncc3)C2)c1 (stereo not given)	3.4%	-3	1	7	1	17	-12	0.0	-33
18	COc1ccc(C2CC(=O)C=C(NNS(=O)(=O)c3ccc(C)cc3)C2)cc1 (stereo not given)	1.9%	11	-11	3	0	-23	/	-1.4	12
19	CC(=O)c1ccc(-c2ccc(C(=O)NCC3CCCO3)o2)cc1 (stereo not given)	0.7%	3	12	2	1	0	10	-0.1	-4
20	Cc1cccnc1NC(=O)C1CCN(S(=O)(=O)c2ccc3ccccc3c2)CC1	-0.4%	-6	-4	0	11	0	-7	-0.6	-2
21	O=C(Oc1cccc(NC(=O)c2ccccc2Cl)c1)c1ccc([N+](=O)[O-])cc1	-0.3%	-1	-1	19	-3	6	10	0.2	-2
22	CN(Cc1cccc(F)c1)C(=O)CN1C(=O)NC2(CCc3ccccc32)C1=O (stereo not given)	1.6%	8	-4	-17	0	-12	4	-0.2	-4
23	CC(=O)N1CCOc2ccc(S(=O)(=O)N3CCC(C(=O)Nc4ccc(C)cc4)CC3)cc21	-0.6%	26	1	-15	2	4	-33	-0.5	-3
24	CCc1ccc(CNC(=O)c2cc3cc4ccc(OC)cc4nc3o2)cc1	13%	-1	1	3	-1	/	/	0.0	3

Next section:
No.	Compound	RXFP1 agonist	TRHR PAM	D1 potentiator	D1 antagonist	D1 agonist	D2 antagonist	RXFP1 antag	D2 ag	D2 PAM
25	O=C(COC(=O)c1cccnc1Cl)Nc1cc(S(=O)(=O)N2CCCCC2)ccc1Cl	5.6%	3	-3	-27	17	-8	-3	2.5	2
26	CCC(=O)Nc1ccc2nc3c(=O)[nH]c(=S)[nH]c3nc2c1	12%	2	3	6	4	1	0	0.4	8
27	CCN1C(=O)/C(=C/C=C2/SCCN2C)SC1=S	-1.1%	-4	12	23	41*	-1	9	11	8
28	CCCCC(=O)OCc1cc(=O)n2nc(C3CC3)sc2n1	11%	0	-6	-16	9	/	/	/	17
29	O=C(O)c1cccnc1Cl	2.6%	-4	-7	8	2	-1	-8	-1.8	3
30	COc1ccc(C(=O)CCC(=O)NCCc2c[nH]c3ccccc23)cc1OC	0.9%	-4	-1	5	-3	6	-1	0.6	-2
31	CC(C)(C)NC(=O)NC(=O)CN1CCCCC1	4.1%	0	3	-11	1	-5	-2	3.4	1
32	CC(=O)CSc1ccc(S(=O)(=O)N2CCN(C)CC2)cn1	0.3%	4	4	5	2	5	0	0.5	13

Carrying on.
No.	Compound	RXFP1 agonist	TRHR PAM	D1 potentiator	D1 antagonist	D1 agonist	D2 antagonist	RXFP1 antag	D2 ag	D2 PAM
33	COc1ccc(-c2onc3ccc(C(C)=O)cc23)cc1	7.5%	-10	-3	4	68*	3	6	30	4
34	CC(C)Sc1nnc(NC(=O)c2ccc3c(c2)OCO3)s1	12%	0	5	6	3	-19	-22	1.5	-6
35	CCOc1ccccc1Cn1c(=O)sc2ccccc21	-0.8%	-1	-1	-2	2	-19	-87*	-1.4	-5
36	COc1ccc(C2CC(c3ccc(Br)cc3)=NN2C(=O)CSC2=NCCS2)cc1 (stereo not given)	0.8%	4	-2	1	3	6	-11	0.7	-6
37	CCNc1nc(NCC)n2c(SC(C(=O)Nc3cc(Cl)cc(Cl)c3)c3ccccc3)nnc2n1 (stereo not given)	-0.2%	12	3	3	4	-13	-15	-0.1	-9
38	Cc1nn(C2CCS(=O)(=O)C2)c2nc(C3CC3)cc(C(=O)Nc3cccc(C#N)c3)c12 (stereo not given)	0.4%	0	-6	-36*	6	-31	13	0.6	-1
39	O=C(CSCc1c(Cl)cccc1Cl)Nc1ccccc1-c1ccccc1	1.2%	-1	-4	8	11	7	-15	0.2	-2
40	COc1ccccc1-c1nnc(SCC(=O)Nc2ccc(Cl)cc2Cl)o1	3.1%	-2	-3	-22	5	-3	4	0.0	9

Entries shown so far that contain four or more nitrogen atoms, in the order listed:
No.	Compound	RXFP1 agonist	TRHR PAM	D1 potentiator	D1 antagonist	D1 agonist	D2 antagonist	RXFP1 antag	D2 ag	D2 PAM
1	CCOc1ccccc1C(C(=O)NCCOC)N(CCOC)C(=O)Cn1nnc2ccccc21 (stereo not given)	3.3%	-1	-5	0	1	-9	-2	0.4	12
5	N#CC(C#N)=Cc1cc2ccccc2nc1N1CCCCC1	5.4%	-3	-5	28	7	1	-2	0.4	8
12	COc1ccccc1N1CCN(C2CCCN(C(=O)c3ccccn3)C2)CC1 (stereo not given)	1.0%	-2	-1	1	2	-3	2	-0.2	-14
13	CCOCCc1nn2c(=O)cc(CSCC(=O)Nc3ccc(OC)cc3)nc2s1	7.8%	2	-3	-5	0	-23	2	0.1	5
26	CCC(=O)Nc1ccc2nc3c(=O)[nH]c(=S)[nH]c3nc2c1	12%	2	3	6	4	1	0	0.4	8
37	CCNc1nc(NCC)n2c(SC(C(=O)Nc3cc(Cl)cc(Cl)c3)c3ccccc3)nnc2n1 (stereo not given)	-0.2%	12	3	3	4	-13	-15	-0.1	-9
38	Cc1nn(C2CCS(=O)(=O)C2)c2nc(C3CC3)cc(C(=O)Nc3cccc(C#N)c3)c12 (stereo not given)	0.4%	0	-6	-36*	6	-31	13	0.6	-1

(further entries)
No.	Compound	RXFP1 agonist	TRHR PAM	D1 potentiator	D1 antagonist	D1 agonist	D2 antagonist	RXFP1 antag	D2 ag	D2 PAM
41	COc1ccc(-n2cc(-c3ccccc3)c3c(Nc4ccc(OC)c(OC)c4)ncnc32)cc1	1.4%	-1	-1	16	-1	/	-25	-1.4	-3
42	O=C(CCC(=O)N(c1cccc(F)c1)C(C(=O)NC1CCCC1)c1ccncc1)Nc1cccnc1 (stereo not given)	1.5%	-3	-1	5	-1	-14	4	-0.4	14
43	CCc1ccc(OCC(=O)N/N=C/c2cc([N+](=O)[O-])ccc2N2CCCCCC2)cc1	-1.0%	2	-1	-3	0	-6	-9	1.5	3
44	CCN(CC)S(=O)(=O)c1ccc(-c2csc(C)n2)s1	0.2%	-9	-2	-8	2	-3	-30	-1.8	-3
45	Cc1ccc(N2CCN(C(=O)c3cnc(N4CCCCC4)c4ccccc34)CC2)c(C)c1	2.4%	1	-2	5	2	/	-70*	-2.4	-4
46	O=C(CSc1nnnn1C1CCCC1)c1ccc2c(c1)OCCO2	-1.1%	-1	2	-7	4	4	-5	0.4	14
47	CC1CCCCN1C(=O)CSc1nc2ncccc2[nH]1 (stereo not given)	3.3%	-2	-1	-23	2	10	3	0.2	-7
48	COc1ccccc1/C=C/C(=O)Nc1ccc(S(=O)(=O)Nc2cc(C)on2)cc1	-2.5%	-2	0	-3	3	16	-15	-0.3	5
49	COCCNC(=O)CCCn1c(=O)c2cc(OC)c(OC)cc2n(CC(=O)Nc2ccccc2OC)c1=O	1.0%	-1	-6	-9	3	6	0	-1.1	5
